Bioassay records from PubChem BioAssay.
Chronic BCR inh = blocks chronic active B-cell receptor signaling | ABC-DLBCL IkBa-CBG/CBR reporter, luminescence ratio, 4 h | actives 0.05% (n = 340,000) | Potency, µM (series often up to 46.1 µM), inactives show at the top dose ratio change, negative = lower green/red ratio, most hits filed as inhibitors | AID 493014; active = well fitted inhibition curve with a large enough effect in the signal ratio, with a control signal flat, not every such curve was filed as active; inconclusive = small, poorly fitted or top-dose-only effect, or effect the other way, or a change in a side signal; the % refers to the signal ratio;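 also: potency is read from the fitted curve at half-maximal effect; plate controls were basal doxycycline-induced cells for no effect and cells given 10 µM MG132 for full effect; MG132 reads +100%, hits lower the ratio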
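Concentration-response series (up to 46 uM) were applied to TMD8 dual-reporter cells for 4 h at 37C with doxycycline. Green/red ratio, after filter-overlap correction, defined %Activity; red signal alone was normalised to basal cells and zero luminescence.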
A-T KAP1 phos = potential ataxia-telangiectasia treatments restoring KAP-1 phosphorylation; […] A-T fibroblasts, KAP-1 phosphorylation AlphaLISA; neocarzinostatin DNA damage 30 min before lysis; Potency, µM (series often up to 57.5 µM), inactives show at the top dose activation, usual class: activators; actives 0.19% (n = 320,000); also: potency is read from the fitted curve at half-maximal effect; % of control where 0% means no effect; nearly all actives have a fitted effect of over 45% in size
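hTERT-immortalized A-T patient fibroblasts ([…]), 500 cells/well in OPTI-MEM, 1% FBS, got compounds for 60 min, then NCS for 30 min at 37C. Lysates were then assayed for phospho-KAP-1 by AlphaLISA (anti-pKAP1 donor, anti-KAP1 acceptor beads), 6 hr at 25C.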
Tb PFK block = blocks T. brucei phosphofructokinase | Potency, µM (titrated, usually from 57.5 µM), without a hit: at the top dose activity, negative = inhibition, usual class: inhibitors | O15648 | T. brucei PFK, ADP-Glo luminescence | AID 485367 | actives 0.17% (n = 330,000);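 also: potency is read from the fitted curve at half-maximal effect; 0% = uninhibited 1x PFK enzyme wells and -100% = no-enzyme wells; nearly all actives have a fitted effect of over 60% in size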
Target sequence (O15648 whole entry, looked up): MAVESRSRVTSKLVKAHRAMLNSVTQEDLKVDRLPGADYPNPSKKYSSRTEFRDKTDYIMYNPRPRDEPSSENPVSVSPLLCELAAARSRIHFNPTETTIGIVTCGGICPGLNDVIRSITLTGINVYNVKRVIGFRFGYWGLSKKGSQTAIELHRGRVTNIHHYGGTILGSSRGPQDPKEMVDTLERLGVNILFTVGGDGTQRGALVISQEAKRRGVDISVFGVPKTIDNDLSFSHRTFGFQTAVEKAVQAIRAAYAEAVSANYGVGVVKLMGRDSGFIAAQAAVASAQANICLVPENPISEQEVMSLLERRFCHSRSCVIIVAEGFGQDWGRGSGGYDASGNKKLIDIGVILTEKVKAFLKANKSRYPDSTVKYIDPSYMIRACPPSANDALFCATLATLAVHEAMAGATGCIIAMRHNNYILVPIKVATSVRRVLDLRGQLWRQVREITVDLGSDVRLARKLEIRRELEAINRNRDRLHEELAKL
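Compounds were pin-transferred as a titration series up to 57 uM into substrate buffer (0.5 mM F6P, 0.1 mM ATP, pH 8.0), then 1.25 nM PFK was added and reactions ran 45 min before ADP-Glo detection.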
Giardia killer = kills Giardia lamblia. Giardia lamblia trophozoite viability. activity change, % at 7.66 µM, hits read low. actives 0.15% (n = 340,000); in the data active = activity change below about -80%; inconclusive = between about -30% and that limit;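 also: parasites exposed to compound for two days anaerobically before the ATP read; % is scaled to controls: 0 for no effect and ±100 for the full control effect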
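Killing of trophozoites was scored by loss of ATP luminescence after a 48 hrs anaerobic exposure to compounds at 37 deg C, using 100 cells per well.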
CXXC DNA block = inhibitors of human MLL CXXC domain-DNA interaction | Q03164 | MLL-CXXC / FITC-HOXA9 DNA fluorescence polarization | actives 0.037% (n = 290,000) | AID 2662 | Potency, µM (highest dose often 115 µM), inactives show top-dose activity change, negative = inhibition, most hits filed as inhibitors; active = well fitted inhibition curve with a large enough effect in the polarisation, with a control signal flat, not every such curve was filed as active; inconclusive = small, poorly fitted or top-dose-only effect, or effect the other way, or a change in a side signal; inactive = no such curve, though single readings can be large or run the other way; the % refers to the polarisation; also: potency is read from the fitted curve at half-maximal effect
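Steps: dispense CXXC domain solution (7 uM) → pin compounds or unlabeled HOX-A9 DNA control → 5 min ambient → add FLSN-HOX-A9 solution (50 nM) → spin → 30 min ambient → fluorescence polarization. Tris pH 7.5/NaCl/DTT/BSA buffer.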
TCR act = activates T cell receptor signaling; primary human leukocytes, anti-CD3, IL-2 HTRF, 48 h; Potency, µM (doses to about 9.22 µM), for inactives: at the highest dose activation of IL-2 secretion, most hits filed as activators; 330,000 tested, under 10 active; AID 504894; also: % of control where 0% means no effect
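Primary human leukocytes incubated 48 hr with anti-CD3 beads plus compound, without co-stimulation. Secreted IL-2 measured by HTRF (europium cryptate/d2 anti-IL-2 pair, 320 nm excitation, 665 nm emission).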
GALK inh = galactokinase (human) inhibition. P51570. Purified GALK, Kinase-Glo residual ATP luminescence. Potency, µM (titrated, usually from 57.5 µM), without a hit: at the highest dose activity change, negative = inhibition, actives largely listed as inhibitors. actives 0.007% (n = 270,000); also: potency is read from the fitted curve at half-maximal effect; % is scaled to controls: 0 for no effect and ±100 for the full control effect
Target sequence (P51570 whole entry, looked up): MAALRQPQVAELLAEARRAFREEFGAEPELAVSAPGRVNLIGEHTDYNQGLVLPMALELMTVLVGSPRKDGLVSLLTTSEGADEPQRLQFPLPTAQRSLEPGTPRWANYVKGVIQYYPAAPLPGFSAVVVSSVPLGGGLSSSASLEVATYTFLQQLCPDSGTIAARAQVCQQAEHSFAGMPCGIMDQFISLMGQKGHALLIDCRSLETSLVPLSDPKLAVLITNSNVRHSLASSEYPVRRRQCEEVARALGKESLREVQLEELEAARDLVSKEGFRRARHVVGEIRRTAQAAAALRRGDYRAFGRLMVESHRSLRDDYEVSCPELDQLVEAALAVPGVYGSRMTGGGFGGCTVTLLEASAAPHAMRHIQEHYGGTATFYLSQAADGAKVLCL
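Quantitative HTS: GALK 5 nM, ATP 35 uM, galactose 100 uM, 1 h room temperature, then luciferase-based ATP detection.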
hERG WT inh = KCNH2 (human, wildtype) channel inhibition; Q12809; actives 0.37% (n = 340,000); activity change, % at 1.84 µM; U2OS, BacMam KCNH2, thallium flux FluxOr; active compounds read low;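 active = maximum activity change below -70%; inconclusive = maximum activity change between -70% and -50%; inactive = maximum activity change above -50%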; also: % is scaled to controls: 0 for no effect and ±100 for the full control effect
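U2OS cells transduced with wild-type KCNH2 virus are loaded with FluxOr dye for 45 min, and thallium flux is measured in kinetic reads before and after stimulation buffer. Rate constants are normalized to DMSO controls.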
FBPA coupling cs = inhibits coupling enzyme system, counter-screen for aldolase hits; coupling enzyme system counterscreen, AmpLite Red fluorescence; activity change, negative = inhibition, % at 58.2 µM, hits read low; actives 0.67% (n = 290,000); AID 2472; in the data active = activity change below about -30%; also: % is scaled to controls: 0 for no effect and ±100 for the full control effect
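Coupling enzymes only (glyceraldehyde-3-phosphate) + compound, at 57.5 uM final, 10 min RT; add substrate/coupling/AmpLite Red mix, 20 min RT; fluorescence ex 525/em 598 nm. Actives flag coupling-system interference.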
TSHR antag = human thyrotropin receptor antagonism | P16473 | TSHR-expressing cells, TSH-stimulated cAMP HTRF, 2 h; active compounds read low | activity change, negative = inhibition, % at 11.5 µM | actives 0.2% (n = 330,000) | AID 504810;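 active = activity change below a set negative limit, meaning inhibition stronger than a set level, cut at about -70% in these data; inconclusive = activity change between two set negative limits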; also: % is scaled to controls: 0 for no effect and ±100 for the full control effect
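Read-out is FRET at 665 nm (cryptate excitation 337 nm) from a cryptate-tagged anti-cAMP antibody, competed by cell cAMP against cAMP-d2. Compounds are tested on freshly harvested TSHR cells challenged with 4nM TSH (EC80) for 2 hours at 37 deg C.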
Starred values were filed as active, the others as inactive; ? = inconclusive; nt = not tested or not shown; [ ] = another dose, or the depositor's remark. Unless noted, calls follow the shape of the dose curve; as a rule, active = well fitted curve in the direction sought with a large enough effect; inconclusive = small, poorly fitted or top-dose-only effect, or another doubt; inactive = no such curve, though single readings can be large; an effect the other way counts as inactive or inconclusive. Rows were taken by chance. Share with any hit: about 1.6%.

SMILES	Chronic BCR inh	A-T KAP1 phos	Tb PFK block	Giardia killer	CXXC DNA block	TCR act	GALK inh	hERG WT inh	FBPA coupling cs	TSHR antag
Cc1ccc2nc(SCC(=O)Nc3cccc([N+](=O)[O-])c3)[nH]c2c1	?	4%	1%	-6	1%	nt	-3%	15	-1	-12
COCCNC(=O)/C(C#N)=C/c1cccc(/C=C(\C#N)C(=O)NCCOC)c1	15µM*	4%	1%	5	-15%	7%[46.1 µM]	0%	5	1	-11
Cc1ccc2nc(-c3cccnc3)c(Nc3ccccc3C)n2c1	14%	0%	0%	7	3%	5%	10%	2	-1	-8
OC(CNCC1CCCO1)Cn1c2ccccc2c2ccccc21 (stereo not given)	0%	4%	1%	-14	2%	2%	-2%	8	-1	-6
CCN(CC)c1ccc(NC(=O)c2ccco2)cc1	0%	2%	-1%	-30	7%	0%	6%	-15	-1	-11
COc1cc(C(=O)Nc2nc3ccccc3[nH]2)ccc1OC(F)F	?	2%	0%	1	-24%	-1%	nt	-1	-3	-8
COCCCn1c(SCC(=O)N2CCOCC2)nc2cc(Cl)ccc2c1=O	?	-12%	6%	-1	nt	-5%	nt	-3	nt	11
O=C(CN1CCN(C(=O)CNC(=O)c2ccc(N3CCCC3=O)cc2)CC1)Nc1ccccc1Cl	-1%	-1%	6%	7	nt	3%	nt	-11	nt	-1
CCN(CC(O)Cn1c2ccccc2c2ccccc21)S(=O)(=O)c1ccc(C)cc1 (stereo not given)	?	4%	-3%	11	9%	nt	1%	-2	0	2
CC(C)c1ccc(CNC(=O)CSCC(=O)Nc2ccc3ccccc3c2)cc1	?	4%	-3%	22	-6%	4%	1%	0	-6	5
COC(=O)c1ccc(CN(c2ccc(C(=O)O)c(O)c2)S(=O)(=O)c2ccc(Cl)c([N+](=O)[O-])c2)cc1	?	-7%	-3%	8	?	0%	4%	-17	3	-46
CCOC(=O)c1c(S(=O)(=O)NCc2cccs2)c(C)n(C)c1C	1%	1%	-2%	-14	6%	6%	-1%	-10	2	-3
Cc1csc(NC(=O)c2cc3c(s2)CCC3)n1	6%	-2%	-3%	-19	4%	-2%	1%	5	-12	-16
CC(OC(=O)c1ccc(OCC2CCCO2)cc1)C(=O)N(C)Cc1ccccc1 (stereo not given)	-8%	-2%	1%	5	nt	1%	nt	-6	nt	-6
O=C(O)c1ccccc1C(=O)c1cccc2ccccc12	4%	4%	0%	-1	-3%	-8%	2%	-3	6	0
COc1ccc(N2CCN(CCNC(=O)CCCn3c(=O)[nH]c4cc(Cl)ccc4c3=O)CC2)cc1	-3%	2%	-3%	-15	9%	-2%	-1%	11	3	4
Cc1cccc(-n2c(=O)c3ccccc3n3c(=S)[nH]nc23)c1C	-6%	2%	2%	-3	0%	0%	6%	3	3	-2
CN(C)c1ccc(C2N3CC4(C)CN2CC(C)(C3)C4O)cc1 (stereo not given)	-7%	?	-6%	43[activator]	-3%	6%	2%	-1	2	44
CCOC(=O)CSc1nc(C2CC2)cc(-c2ccc(Cl)cc2)c1C#N	11%	8%	2%	6	-5%	-1%[46.1 µM]	0%	-1	0	-25
Cc1cccc(C)c1NC(=O)CNC(=O)Cc1ccccc1[N+](=O)[O-]	0%	-6%	-8%	3	3%	-4%	-1%	0	3	8

Retrieved one by one from above (4):
SMILES	Chronic BCR inh	A-T KAP1 phos	Tb PFK block	Giardia killer	CXXC DNA block	TCR act	GALK inh	hERG WT inh	FBPA coupling cs	TSHR antag
CCOC(=O)c1c(S(=O)(=O)NCc2cccs2)c(C)n(C)c1C	1%	1%	-2%	-14	6%	6%	-1%	-10	2	-3
Cc1ccc2nc(SCC(=O)Nc3cccc([N+](=O)[O-])c3)[nH]c2c1	?	4%	1%	-6	1%	nt	-3%	15	-1	-12
COCCNC(=O)/C(C#N)=C/c1cccc(/C=C(\C#N)C(=O)NCCOC)c1	15µM*	4%	1%	5	-15%	7%[46.1 µM]	0%	5	1	-11
CC(OC(=O)c1ccc(OCC2CCCO2)cc1)C(=O)N(C)Cc1ccccc1 (stereo not given)	-8%	-2%	1%	5	nt	1%	nt	-6	nt	-6

Additional compounds:
SMILES	Chronic BCR inh	A-T KAP1 phos	Tb PFK block	Giardia killer	CXXC DNA block	TCR act	GALK inh	hERG WT inh	FBPA coupling cs	TSHR antag
COCCN(C(=O)c1ccco1)C(C(=O)NC1CCCC1)c1cccs1 (stereo not given)	?	-7%	3%	0	5%	-5%[46.1 µM]	-2%	-4	0	-1
Cc1cccc(N2C(=O)CC(N3CCN(c4cccc(C(F)(F)F)c4)CC3)C2=O)c1 (stereo not given)	-5%	2%	0%	25	0%	5%	-2%	39	-1	-2
O=C(N/N=C/c1cc([N+](=O)[O-])ccc1O)C1CCCCC1	5%	-6%	-14%	5	0%	-8%[46.1 µM]	1%	4	3	-3
COc1ccc2nc(NC(=O)CSC3=NCCS3)sc2c1	?	0%	-3%	-2	-14%	-1%	0%	-1	-1	-10
Cc1ccccc1NC(=O)C(=O)NCCCN1CCOCC1	-8%	1%	2%	12	0%	0%	0%	12	1	12
Cc1cc(NC(=O)COC(=O)C2CCN(C(=O)c3ccc(Cl)cc3)CC2)no1	2%	nt	0%	5	21%	-1%	2%	0	2	4
CCCc1c(C)[nH]c2ccc(NC(C)=O)cc2c1=O	-10%	-11%	-6%	12	-11%	-17%	-1%	0	-1	24
COc1cccc(NC(=O)C2CC(=O)N(Cc3ccco3)C2)c1 (stereo not given)	-5%	-6%	4%	33[activator]	nt	0%	nt	2	nt	5
Cc1ccc(CN(c2ccc(C(=O)N3CCCC3)cc2)S(C)(=O)=O)cc1	?	7%	2%	4	7%	1%	11%	-7	1	-5
CCn1cc(C(=O)NCCc2ccc(OC)c(OC)c2)c(=O)c2cc(S(=O)(=O)N3CCOCC3)ccc21	?	4%	7%	-8	8%	1%	-3%	6	2	-10
CNC[C@H]1Oc2c(NS(=O)(=O)c3ccc(OC)cc3)cccc2C(=O)N([C@H](C)CO)C[C@@H]1C	-2%	18%	-8%	14	nt	8%	nt	39	nt	-3
O=C(OCC(=O)N1CCCCCC1)c1ccccc1Br	-4%	9%	-2%	2	nt	5%	nt	1	nt	3
O=C(Nc1cccc(C(F)(F)F)c1)N1CCC(c2nc(-c3ccc(F)cc3)no2)CC1	?	1%	2%	-14	0%	nt	2%	19	-5	-20
c1ccc(C[C@H]2CNCCN2CCCCC2CCCCC2)cc1	-8%	8%	0%	0	nt	-3%	nt	4	nt	-1
CCOCCCN(C(=O)c1snc(C(N)=O)c1N)C(C(=O)NC1CCCC1)c1ccc(F)cc1 (stereo not given)	-1%	-2%	-2%	7	-3%	2%	5%	7	3	14
CCOc1ccc2nc(SCC(=O)NCc3ccc(OC)c(OC)c3)[nH]c2c1	-1%	2%	5%	3	6%	-1%	9%	4	-12	5

Whole records, looked up by structure:
CCOCCCN(C(=O)c1snc(C(N)=O)c1N)C(C(=O)NC1CCCC1)c1ccc(F)cc1 (stereo not given) is listed as Chronic BCR inh = -1%; A-T KAP1 phos = -2%; Tb PFK block = -2%; Giardia killer = 7; CXXC DNA block = -3%; TCR act = 2%; GALK inh = 5%; hERG WT inh = 7; FBPA coupling cs = 3; TSHR antag = 14
Cc1cc(NC(=O)COC(=O)C2CCN(C(=O)c3ccc(Cl)cc3)CC2)no1 is listed as Chronic BCR inh = 2%; A-T KAP1 phos = nt; Tb PFK block = 0%; Giardia killer = 5; CXXC DNA block = 21%; TCR act = -1%; GALK inh = 2%; hERG WT inh = 0; FBPA coupling cs = 2; TSHR antag = 4
